Compound activity deposited in PubChem BioAssay by Fisher Drug Discovery Resource Center.
hcGAS inh: inhibitors of human cGAS. Q8N884. recombinant h-cGAS, ATP depletion, Kinase-Glo luminescence. inhibition, % at 12.5 µM. 0.081% of 290,000 active. AID 1259398;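 note: 0% = vehicle reaction and 100% = reaction without DNA for no activity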
Target sequence (Q8N884 whole entry, looked up): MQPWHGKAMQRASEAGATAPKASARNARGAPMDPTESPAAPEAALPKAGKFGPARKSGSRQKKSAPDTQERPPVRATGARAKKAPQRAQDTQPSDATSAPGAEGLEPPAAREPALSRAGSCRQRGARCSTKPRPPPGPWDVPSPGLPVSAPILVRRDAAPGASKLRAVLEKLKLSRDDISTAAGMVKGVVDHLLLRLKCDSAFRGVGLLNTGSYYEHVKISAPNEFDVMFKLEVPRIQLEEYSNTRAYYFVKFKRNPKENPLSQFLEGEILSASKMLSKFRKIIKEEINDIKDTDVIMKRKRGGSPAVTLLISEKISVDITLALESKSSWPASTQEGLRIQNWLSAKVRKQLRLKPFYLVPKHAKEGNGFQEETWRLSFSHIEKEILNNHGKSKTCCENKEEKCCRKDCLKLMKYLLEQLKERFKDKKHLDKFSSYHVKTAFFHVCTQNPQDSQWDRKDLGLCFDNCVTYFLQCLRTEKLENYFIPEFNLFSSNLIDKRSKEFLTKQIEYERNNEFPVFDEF
NPYLR7 ag: mosquito NPYLR7 agonism; HEK293T NPYLR7/Galpha15, GCaMP6s calcium fluorescence; activation, % at 10 µM; 0.15% of 270,000 active; AID 1259423; in the data active = activation above about 40%;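 note: 0% = vehicle and 100% = reference agonist at the receptor; some compounds past the cut are filed as inactive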
mcGAS inh: mouse cGAS inhibition by luminescence. 0.15% of 160,000 active. recombinant cGAS, Kinase-Glo ATP depletion luminescence. inhibition, % at 12.5 µM;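 note: 0% = negative control wells and 100% = reference inhibitor with no enzyme activity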
Numbers without * were called inactive; / = not tested or not shown; & = joins results of further samples. Cut-off read from the data, not from the text of the source, unless noted: active = inhibition above about 40%; inactive = the rest.

The first 3 records, ahead of the listing:
Each structure is followed by: hcGAS inh	NPYLR7 ag	mcGAS inh
1: CCN(CC)C(=O)Oc1ccc2c(ccn2Cc2ccccc2F)c1NC(=O)c1c(C(F)(F)F)ccc(Cl)c1F
  -3	-5	-6
2: COc1ccc2oc(=Nc3cccc(C)c3)c(-c3nc4ccccc4[nH]3)cc2c1
  -6	2	-7
3: CCCCN(C(=O)Nc1ccccc1Br)C(CC)c1nc2ccccc2c(=O)n1-c1ccccc1OC (stereo not drawn)
  -3	20	-4

The whole of this part, repeating the preview:
Each structure is followed by: hcGAS inh	NPYLR7 ag	mcGAS inh
1: CCN(CC)C(=O)Oc1ccc2c(ccn2Cc2ccccc2F)c1NC(=O)c1c(C(F)(F)F)ccc(Cl)c1F
  -3	-5	-6
2: COc1ccc2oc(=Nc3cccc(C)c3)c(-c3nc4ccccc4[nH]3)cc2c1
  -6	2	-7
3: CCCCN(C(=O)Nc1ccccc1Br)C(CC)c1nc2ccccc2c(=O)n1-c1ccccc1OC (stereo not drawn)
  -3	20	-4
4: CN(CCc1ccccc1)C1CCCNC1 (stereo not drawn)
  -5	8	-8
5: COCCCN(C)c1cc(C(F)(F)F)nc(-c2cccnc2)n1
  -8	19	-17
6: O=C(NCCN1CCCCC1)C(C1CCCC1)N1CCN(C(=O)C2CC2)CC1 (stereo not drawn)
  -6	-6	-4
7: CCCCNC(=O)Cc1csc(NC(=O)c2ccco2)n1
  -5	6	/
8: Cc1ncsc1CCN(C)C1CCN(Cc2ccco2)CC1
  -5	2	-20
9: CC(Sc1nnc(-c2ccccc2F)o1)C(=O)N1CCc2ccccc21 (stereo not drawn)
  -10	1	/
10: O=C(Cc1ccc2ccccc2c1)NCC1COc2ccccc2O1 (stereo not drawn)
  -3	-4	-7
11: CC1CC(Sc2nc3cc(S(=O)(=O)N(C)C)ccc3o2)C(=O)O1 (stereo not drawn)
  -4	-1	/
12: O=C(O)CCCN1C(=O)C(=C2C(=O)N(CC(=O)O)c3ccc(Br)cc32)SC1=S
  4	3	15
13: CCN(NC(=O)c1ccc(C)c(OC)c1)c1ccc(C)cc1
  -1	6	/
14: CC(c1ccccc1)N(CC1CCC1)C(=O)CCc1cnn(C)c1 (stereo not drawn)
  -12	0	/
15: CCCNC(=O)C1(C)CCCN(CC(=O)c2ccc(N(CC)CC)cc2)C1 (stereo not drawn)
  -6	9	-4
16: COc1c(C)cc(-c2ccc(C(=O)NCCCc3ccccn3)cn2)cc1C
  -5	-3	-12
17: Cc1c(CN2CCC(CCC(=O)N3CCOCC3)CC2)[nH]c2c(C)cccc12
  -6	6	-10
18: O=C(CSc1ccc(NC(=O)c2cccc(F)c2)nn1)Nc1ccccc1F
  6	0	/
19: CNc1nc2cnc(Nc3ccc(OC)cc3)cc2n1-c1cccc(F)c1
  -8	12	-9
20: Cc1c(C(=O)NNC(=O)c2ccc3c(c2)OCO3)oc2ccc(F)cc12
  5	7	/
21: CCCC(C)n1c(O)cc(=O)[nH]c1=S (stereo not drawn)
  -3	-7	/
22: Nc1nc(CNC(=O)C2CCCN(C3CCN(C(=O)C4CC4)CC3)C2)cs1 (stereo not drawn)
  -8	8	-15
23: O=C1CN(C(=O)Cc2ccccc2)CC(O)CN1CCCc1ccccc1 (stereo not drawn)
  0	2	-8
24: Cc1ccc(OCc2nc(C(=O)NCc3ccco3)cs2)c(C)c1
  -5	19	-6
25: CCCc1c(C(=O)N(Cc2nccn2C)C2CC2)[nH]c(C)c1C(=O)OC
  -5	-8	-13
26: CCCCCN(Cc1cccn1Cc1ccccc1)C(=O)Nc1cccc(Cl)c1Cl
  -4	/	-5
27: c1ccc(-c2ncn(C[C@@H]3CCCO3)c2-c2cccc(Cn3cccn3)c2)cc1
  2	5	/
28: Cc1csc(C(NC(=O)NC2CC(=O)N(C3CC3C)C2)C2CC2)n1 (stereo not drawn)
  -2	-3	/
29: N#Cc1ccccc1S(=O)(=O)N1CCC(C(=O)NCCc2cccs2)CC1
  -5	-3	-9
30: CCc1nc2ccc(C(=O)NCCc3ccccn3)cn2c1N(CC)C(=O)NCCc1ccccc1
  3	-11	1

One compound at a time, from the list above.
c1ccc(-c2ncn(C[C@@H]3CCCO3)c2-c2cccc(Cn3cccn3)c2)cc1 as listed: hcGAS inh: 2; NPYLR7 ag: 5; mcGAS inh: /
Cc1csc(C(NC(=O)NC2CC(=O)N(C3CC3C)C2)C2CC2)n1 (stereo not drawn) as listed: hcGAS inh: -2; NPYLR7 ag: -3; mcGAS inh: /
Cc1c(C(=O)NNC(=O)c2ccc3c(c2)OCO3)oc2ccc(F)cc12 as listed: hcGAS inh: 5; NPYLR7 ag: 7; mcGAS inh: /

Next section:
Each structure is followed by: hcGAS inh	NPYLR7 ag	mcGAS inh
31: COc1cccc(C(=O)NCCn2ncc3c(N4CCCC4)nc(SC)nc32)c1OC
  -6	/	-8
32: N#CC1=c2/c(=C/c3ccsc3)c(N)c(C#N)n2C(=O)C(c2ccsc2)S1 (stereo not drawn)
  13	2	14
33: COCCOc1nc(-c2ccc(Cl)c(Cl)c2)n(-c2ccc(NCC(O)COc3ccccc3)cc2)n1 (stereo not drawn)
  -3	-1	-5
34: COc1ccc(C(=O)Cn2cnc3c(nnn3-c3cc(C)cc(C)c3)c2=O)cc1
  -4	1	-9
35: COc1ccc(OC)c(NC(=O)CC(=O)NCC2CCCO2)c1 (stereo not drawn)
  -6	-2	-16
36: COc1ccc(N(C)S(=O)(=O)c2ccc(OC)c(N3CCN(S(=O)(=O)c4cccc(F)c4)CC3)c2)cc1
  -8	5	-6
37: O=S1(=O)N=C(N/N=C\c2ccc(F)cc2)c2ccccc21
  5	32	-1
38: COc1cccc(CN2CCCC3(CCN(C(=O)c4cccc(C)n4)C3)C2)c1OC (stereo not drawn)
  -5	16	/
39: CC(CCCC(C)(C)O)CCN1CCC(Cc2nnc(CO)n2C)CC1 (stereo not drawn)
  -14	0	/
40: CC(=O)c1ccc(S(=O)(=O)NCCn2nc(-c3cccnc3)ccc2=O)cc1
  -6	7	/
41: N#Cc1cc2[nH]c(=O)c(=O)[nH]c2cc1[N+](=O)[O-]
  -2&-3	-12&-13	/
42: CCn1cc(C(=O)N2CCc3ccccc3C2)c2nn(-c3ccccc3)c(=O)c-2c1
  -5	7	-8
43: O=C(CNC(=O)c1ccc2c(c1)OCCO2)N=Nc1c(O)n(CCc2ccccc2)c2ccccc12
  -2	5	-1
44: CC1CN(C(=O)c2cc3ccsc3n2CCCc2ccccc2)CCN1C(=O)Nc1ccccc1F (stereo not drawn)
  3	1	-2
45: O=C(Cn1c(CO)cnc1SCc1ccc(C(F)(F)F)cc1)NC1CC1
  -1	6	/

Screen by screen, quoted from above.
Compounds 7–12 in hcGAS inh: -5, -5, -10, -3, -4, 4

Later entries
Each structure is followed by: hcGAS inh	NPYLR7 ag	mcGAS inh
46: OCCCN1CCN(c2nccc(C3CCCC3)n2)CC1
  -9	9	/
47: S=c1[nH]nc(-c2ccccc2)o1
  17	5	/
48: CC(=O)NC(N(C)S(=O)(=O)c1ccc(C)cc1)C(Cl)(Cl)Cl (stereo not drawn)
  0	-10	-8
49: CC(C)(C)c1ccc(S(=O)(=O)N2CCC3(CC2)SCCN3C(=O)c2ccc(Br)cc2)cc1
  -5	11	-4
50: C=CCN1C(=O)NC(c2cc(OC)ccc2OC)C2=C1CN(CCOC)C2=O (stereo not drawn)
  -1	/	-8
51: N#CC(=Cc1ccc(-c2nc3ccccc3s2)o1)c1[nH]nc(N)c1C#N
  -8	13	/
52: CC(CCC(=O)O)[C@H]1CCC2C3CC[C@@H]4C[C@H](O)CC[C@]4(C)C3C=C[C@@]21C (stereo partly drawn)
  2	-6	1
53: CCCCCc1ccc(S(=O)(=O)N2CCC(c3c[nH]c4ccc(C)cc34)CC2)cc1
  -11	30	-7
54: COc1ccc(-c2cnc3ncnn3c2N2CCN(S(=O)(=O)c3ccc([N+](=O)[O-])cc3)CC2)cc1
  -8	1	-9
55: CCCOc1c(Br)cc(C(=O)N2CCN(C(=O)C3CC3)CC2)cc1OC
  -13	4	/
56: COc1cc(C)ccc1OCC(=O)NCCOc1ccc2nnc(-c3ccccc3)n2n1
  -6	-2	-8
57: O=C(Nc1ccc(-c2nc3ccccc3c(=O)o2)cc1)c1cccs1
  -7	-9	-6
58: CCOC(=O)C1(Cc2ccccc2)CCCN(C(=O)c2ccccc2SC)C1 (stereo not drawn)
  -6&-1	1&-7	-5
59: CC1Cc2ccccc2N1C(=O)c1ccc(NC(=O)c2ccco2)cc1 (stereo not drawn)
  2	2	-11
60: Cc1cccc(CO[C@]2(C(=O)NCc3ccco3)CC(OCc3cccc(C(F)(F)F)c3)[C@H](O)[C@H](O)C2)c1 (stereo partly drawn)
  -11	28	-4
61: COc1cccc(C(=O)Nc2cccc(C3SCC(=O)N3c3ccc(C)cc3)c2)c1 (stereo not drawn)
  -8	/	-7
62: COC(=O)c1c(NC(=O)COC(=O)c2[nH]c(C)c(C(C)=O)c2C)sc2c1CCCCC2
  -19	12	-3
63: COc1ccccc1CCNC(=O)C(C1CCCC1)N1CCN(C(=O)c2ccccc2Cl)CC1 (stereo not drawn)
  -5	-9	-3
64: CCCCSc1nnc2c(n1)OC(c1ccccc1Cl)Nc1ccccc1-2 (stereo not drawn)
  8	-12	4
65: Cc1ccccc1N=c1sc(C2=c3ccccc3=NC2=O)c(O)n1-c1ccccc1C
  -1	-6	-2
66: COc1ccc(/C=C/C(=O)Nc2cc(-c3onc4c3CCCC4)ccc2C)c(Cl)c1OC
  -4	-5	-4
67: O=C(Nc1cnc2ccccc2c1)c1cc2nc(-c3cccs3)cc(C(F)(F)F)n2n1
  -3	-9	-6
68: O=S(=O)(NCCNc1cc(-n2cccn2)ncn1)c1ccc(OC(F)(F)F)cc1
  -9	-6	-8
69: CCCCc1ccc(S(=O)(=O)c2cnc(SCC(=O)Nc3cccc(F)c3)[nH]c2=O)cc1
  -2	-2	-8
70: CCC1CCCCC1NC(=O)c1cnc2c(c1)c(=O)n(C)c(=O)n2C (stereo not drawn)
  2	-27	/
71: Cc1ccc(Cc2nsc(Oc3ccc(CC(=O)NC(Cc4ccccc4)c4ccccc4)cc3)n2)cc1 (stereo not drawn)
  -9	15	-6
72: COc1ccccc1-n1c(=O)n(C(C)C)c(=O)c2c1ncn2Cc1ccccc1C#N
  -10	5	/
73: COc1ccc(NC(=O)C(=O)c2ccco2)c(NC(=O)C(C)C)c1
  4	-3	/
74: CC(=O)Nc1cccc2c1C(=O)c1ccccc1C2=O
  -2	-5	-5
75: C=CCn1c(SCC(=O)NCC2CCCO2)nnc1-c1cc(OC)cc(OC)c1 (stereo not drawn)
  -5	/	-5
76: CCc1nc(N(CCOC)CCC(=O)NCc2ccco2)c2ccc(Cl)cc2n1
  -7	-7	-7
77: COC(=O)c1ccc(Cn2nc(C)c3cnn(-c4ccc(C)c(C)c4)c3c2=O)o1
  -8	9	/
78: CC(NC(=O)CN1C(=O)C2CCCCC2C1=O)c1ccc(Cl)s1 (stereo not drawn)
  -9	9	/
79: COc1ccc(S(=O)(=O)Nc2cccc(Br)c2)cc1OC
  -5	5	/
80: O=C1OC(c2cccc([N+](=O)[O-])c2)=N/C1=C/C(Cl)=C/c1ccccc1
  -2	-1	-3
81: Cc1ccc(S(=O)(=O)n2c(N)nc3ccccc32)cc1
  -11	0	-11
82: Cc1csc(NC(=O)C2(C)CCN2C(C)C)c1C#N (stereo not drawn)
  -13	-6	-6
83: CCCN1C(CC(C)C)=NS(=O)(=O)c2cc(NC(=O)C3CC3)ccc21
  -8	/	-6
84: CCOC(=O)c1nn(-c2ccc(F)cc2)c(=O)c2c(NC(=O)Cc3cccc(C)c3)scc12
  -1	6	-6
85: Cc1ccc(CNCc2cccnc2N2CCN(c3ccccn3)CC2)s1
  1	/	-7
86: Cc1c(C(=O)N2CCC(N3CCCCC3=O)CC2)cnn1-c1ccccc1
  0	-1	/
87: O=C(CSc1nnc(-c2cccs2)n1CC1CCCO1)N1CCCC1 (stereo not drawn)
  -7	5	/
88: CCOC(=O)[C@H](CCc1ccccc1)N[C@@H](C)C(=O)N1Cc2cc(OC)c(OC)cc2C[C@H]1C(=O)O
  -4	-10	-7
89: COc1ccccc1OCC(=O)Nn1cnc2c(cnn2-c2ccc(C)c(C)c2)c1=O
  -1	2	/
90: COc1ccc(C)cc1NC(=O)c1cnc2c(ccn2C2CCCCC2)c1
  -3	4	-6
91: CN1CCCNC(=O)C12CCN(C(=O)c1nc3ccccc3[nH]1)CC2
  -3	21	/
92: CC1(C)CCC(C)(C)c2cc(C(=O)NC(C(N)=O)C(N)=O)ccc21
  -9	-4	/
93: Cc1ccc(-c2ccc(/C=C3/SC(=S)N(CC(=O)O)C3=O)o2)cc1[N+](=O)[O-]
  -4	-5	-3
94: Cc1ccc2ccccc2c1COC(=O)CC(CC(N)=O)c1ccccc1 (stereo not drawn)
  -7	-1	/
95: CCCC(=O)OCC(O)CNC(c1nc(-c2ccc([N+](=O)[O-])cc2)no1)C(C)C (stereo not drawn)
  -4	12	-5
96: COc1ccc(C(=O)NC(Cc2ccccc2)c2nnc(SCc3ccc(F)cc3)n2-c2ccc([N+](=O)[O-])cc2)c(OC)c1 (stereo not drawn)
  -5	4	-5
97: CCOC(=O)c1nc2ccccc2nc1N1CCN(S(=O)(=O)c2cccc([N+](=O)[O-])c2)CC1
  -5	25	/
98: C=CCN1CC(c2nc3ccccc3n2Cc2ccc(C(C)(C)C)cc2)CC1=O (stereo not drawn)
  -8	1	/
99: Cc1nn(C)c(C)c1N1C(=O)c2cccc3c([N+](=O)[O-])ccc(c23)C1=O
  -2	5	-4
100: CC(=O)NCCSc1nnnn1-c1c(C)cccc1C
  1	-14	/
101: COc1ccc(NC2CCCN(C(=O)CCC(F)(F)F)C2)cc1 (stereo not drawn)
  -11	0	-10
102: CCn1ncnc1CN(C)CC1CC(=O)N(C2CCCC2)C1 (stereo not drawn)
  -14	/	-7
103: O=C(COCC(=O)NCc1ccco1)NCc1ccco1
  -10	7	-8
